From PubChem BioAssay
TDP1 cell noCPT: qHTS for Inhibitors of human tyrosyl-DNA phosphodiesterase 1 (TDP1): qHTS in cells in absence of CPT; DT40 Tdp1-/- hTDP1 cells, no CPT, ATP luminescence, 48 h; Potency, µM (titrated, usually from 46.2 µM), without a hit: top-dose activity change, negative = growth inhibition, hits mostly inhibitors; actives 15% (n = 420,000); further: nearly all actives have a fitted effect of over 55% in size
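DT40 Tdp1-/-;hTDP1 cells, no CPT (DMSO vehicle only), 400 cells/well; compounds pin-transferred; ≥48 hr, 37 °C; CellTiter-Glo 30 min RT dark, luminescence read.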
DT40 TDP1 CPT: qHTS for Inhibitors of human tyrosyl-DNA phosphodiesterase 1 (TDP1): qHTS in cells in presence of CPT; chicken DT40 Tdp1-/-;hTDP1 cells + 20 nM CPT, ATP luminescence, 48 h; Potency, µM (top dose mostly 46.2 µM), for the others: at the highest dose activity change, negative = growth inhibition, hits mostly inhibitors; actives 12% (n = 420,000); AID 686979, 2013; further: nearly all actives have a fitted effect of over 55% in size
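Chicken DT40 Tdp1-/- cells stably complemented with human TDP1 were seeded at 400 cells/well in medium containing 20 nM camptothecin, exposed to pin-transferred compounds, and grown at 37 °C for at least 48 hr. Viability was read as ATP luminescence.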
TDP1 inh: qHTS Assay for Inhibitors of Tyrosyl-DNA Phosphodiesterase (TDP1) | Potency, µM (doses to about 130 µM), for inactives: at the highest dose activity change, negative = inhibition, actives largely listed as inhibitors | AID 485290, 2010 | Tyrosyl-DNA phosphodiesterase 1 (Homo sapiens), Q9NUW8 | recombinant TDP1, AlphaScreen DNA substrate cleavage | actives 0.28% (n = 350,000); further: nearly all actives have a fitted effect of over 40% in size
Target sequence (Q9NUW8 whole entry, looked up): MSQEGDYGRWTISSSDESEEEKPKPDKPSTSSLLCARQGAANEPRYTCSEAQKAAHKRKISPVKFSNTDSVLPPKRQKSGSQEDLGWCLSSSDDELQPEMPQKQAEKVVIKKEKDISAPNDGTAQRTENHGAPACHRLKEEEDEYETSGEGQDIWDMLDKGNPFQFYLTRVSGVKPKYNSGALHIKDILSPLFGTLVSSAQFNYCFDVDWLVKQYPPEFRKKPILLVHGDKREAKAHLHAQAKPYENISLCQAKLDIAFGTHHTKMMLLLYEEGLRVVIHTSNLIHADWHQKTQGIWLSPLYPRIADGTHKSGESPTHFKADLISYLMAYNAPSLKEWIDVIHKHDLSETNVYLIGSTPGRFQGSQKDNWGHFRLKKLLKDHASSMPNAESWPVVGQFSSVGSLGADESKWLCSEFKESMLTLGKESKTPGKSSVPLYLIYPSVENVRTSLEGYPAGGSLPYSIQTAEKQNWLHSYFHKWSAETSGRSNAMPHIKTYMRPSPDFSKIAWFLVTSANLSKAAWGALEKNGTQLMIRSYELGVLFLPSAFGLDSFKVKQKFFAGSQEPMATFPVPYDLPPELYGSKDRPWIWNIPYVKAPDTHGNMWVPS
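Enzyme-compound mixtures sat 15 min at room temperature, followed by a 5 min reaction with 15 nM final substrate and 10 min with AlphaScreen beads. Recombinant human Tdp1 was used at 1 nM final.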
Active calls of the source: *; ? = inconclusive; nt = no result given; [ ] = another dose, or the depositor's remark. The call rests on the fitted dose curve; in most records, active means well fitted curve in the direction sought with a large enough effect; inconclusive means small, poorly fitted or top-dose-only effect, or another doubt; inactive means no such curve, though single readings can be large; an effect the other way counts as inactive or inconclusive. On the % scale 0 is the no-effect control and ±100 the full control effect; potency means the concentration at half of the fitted maximal effect.

SMILES	TDP1 cell noCPT	DT40 TDP1 CPT	TDP1 inh
Cc1ccc(-c2cc(C(=O)NNC(=O)c3csc(N4CCOCC4)n3)c3ccccc3n2)cc1	?	-17%	2%
Cc1ccc(C(=O)Oc2ccc(C(=S)N3CCOCC3)cc2)cc1	-2%	-15%	nt
Cc1cccc(NC(=S)/N=C(\N)Nc2nc(C)c3cc(C)ccc3n2)c1	23µM*	21µM*	3%
N/C(=N\OC(=O)CCCN1C(=O)c2ccccc2C1=O)c1ccccn1	5%	2%	11%
CC(=O)c1cccc(NC(=O)CN2C(=O)c3ccccc3Sc3ncccc32)c1	8.2µM*	16µM*	0%
O=C(Nc1ccc(-c2noc(-c3ccccc3F)n2)cc1)c1cccs1	?	?	-2%
COc1ccc(C(=O)CC(=O)c2ccc(F)cc2)cc1	?	-22%	nt
CCc1nc2c(OCc3ccc(Cl)cc3)cccn2c1N(C=O)Cc1ccccc1	23µM*	?	nt
COc1ccccc1NS(=O)(=O)c1cccc(NC(=O)c2cc3ccccc3oc2=O)c1	18µM*	?	0%
COc1ccc(-c2c(C#N)c(SCc3c(C)noc3C)nc3c2C(=O)CC(C)(C)C3)cc1	-24%	-12%	2%
O=C(COc1ccc(F)cc1)Nc1nc2c(s1)CCCC2	-65%	-80%	7%
Cc1ccc2c(CN3CCN(c4ccc(Cl)cc4)CC3)cc(=O)oc2c1	-26%	-22%	2%
Cc1cc(=O)c2ccc(NC(=O)c3ccccc3)cc2[nH]1	11%	4%	nt
CSc1ncccc1C(=O)Nc1ccc(F)c(F)c1F	-17%	-7%	5%
Cc1oc(-c2ccc(C(F)(F)F)cc2)nc1CN(Cc1ccccn1)C[C@@H]1CCC(=O)N1	?	?	3%
C[C@H](CO)N1C[C@H](C)[C@H](CN(C)Cc2cncnc2)Oc2cc(Br)ccc2S1(=O)=O	?	?	nt
c1ccc(N2CCN(c3ncnc4scc(-c5cccs5)c34)CC2)cc1	?	?	3%
CC(=O)Nc1ccc(S(=O)(=O)N2CCN(C(=O)N3CCCCC3)CC2)cc1	-26%	-18%	nt
CCC(=O)OCc1c(C(F)(F)F)nn(C)c1Sc1ccc(F)cc1	-2%	6%	-6%
O=C(NCCCN1CCOCC1)c1cc2c(s1)CCCC2	-7%	-10%	5%
O=S(=O)(c1ccc(SCc2ccccc2)nc1)N1CCCCC1	-10%	-16%	1%
Cc1ccc(CNC(=O)CSc2nc(=O)n3ccc(C)cc3n2)cc1	-10%	4%	nt
CCc1ccc(OCC(O)CN2CCC(CN3C(=O)c4cccc5cccc(c45)C3=O)CC2)cc1 (stereo not drawn)	21µM*	15µM*	5%
O=C(c1cc(-c2ccc(F)cc2)on1)N1CCOCC1	2%	-2%	5%
COc1ccc(NC(=O)C/C(C)=N/NC(=O)c2cnccn2)cc1	-4%	-13%	4%
CCOC(=O)c1ccc(N2CCN(c3cc(C)ccc3C)CC2)c(N)c1	16µM*	15µM*	nt
Cc1nc2c(cc1C(=O)N/N=C/c1ccc(O)c(O)c1)c(=O)n(C)c(=O)n2C	?	?	0%
COc1ccc(NC(=O)CCc2ccc(OC)c(OC)c2)cn1	4%	2%	4%[0.0935 µM]
CN(Cc1ccc(F)cc1)C(=O)c1cc(S(=O)(=O)N2CCCCC2)ccc1N1CCOCC1	16µM*	?	2%
O=C(O)c1ccccc1N(c1ccccc1)c1ccccc1	-9%	2%	nt
O=[N+]([O-])c1ccc(F)cc1OCc1nc(-c2cccs2)no1	-9%	26%	5%
COc1cccc(Nc2nc3ccc(C)cc3nc2-n2nc(C)cc2C)c1	?	-28%	nt
CCOC(=O)C1=C(C)OC(N)=C(C#N)C1c1cc(SCC)oc1C (stereo not drawn)	-24%	?	8%
C[C@@H]1CN([C@@H](C)CO)C(=O)c2cc(Br)cnc2O[C@H]1CN(C)C(=O)CN1CCOCC1	-3%	8%	nt
COC(=O)CSc1nc2[nH]ncc2c(=O)[nH]1	-1%	-10%	5%
CC(NC(=O)C1CCOCC1)c1nnc2n1CCN(Cc1ccc(F)cc1)CC2 (stereo not drawn)	-5%	16%	nt
CCCS(=O)(=O)c1nc(S(=O)(=O)c2ccc(C)cc2)c(NCCN2CCOCC2)s1	-16%	-13%	2%
COc1cccc(CC(=O)Nc2ccc(-c3nc4ccccc4s3)cc2)c1	-5%	-21%	0%
O=C(CC(C(=O)O)c1cccc(Cl)c1Cl)c1ccccc1 (stereo not drawn)	-11%	-6%	nt
O=C(CCc1ccccc1)Nc1ccc(S(=O)(=O)N2CCOCC2)cc1	-23%	?	nt
CCc1cccc(C)c1NC(=O)CN1C(=O)c2ccccc2S1(=O)=O	-2%	0%	5%
CCOC(=O)c1nnsc1Nc1ccc(C)c(C)c1	?	-13%	5%
c1ccc(CSc2ncnc3sccc23)cc1	11%	3%	nt
CSc1cccc(Nc2cc(C(=O)NCCc3ccc(Cl)cc3)c3ccccc3n2)c1	7.3µM*	4.6µM*	0%
COc1ccc(/C=C(/NC(=O)c2ccccc2)C(=O)N2CCCCC2)cc1OC	-9%	4%	6%
Cc1ccc(-c2nc3cc(C(C)C)ccc3o2)cc1NC(=O)c1cc2ccccc2o1	?	?	nt
CCSc1ncc(Cl)c(C(=O)Nc2nnc(CC)s2)n1	-9%	-21%	1%
CN1/C(=C/C(=O)c2nc(S(C)(=O)=O)ncc2Cl)C(C)(C)c2ccccc21	0.46µM*	0.58µM*	6%
Cc1ccc(C(C(=O)NC2CCCC2)N(C(=O)c2csnn2)C2CCCC2)o1 (stereo not drawn)	?	?	0%
CC1ON=C(c2ccccn2)N(Cc2ccc3c(c2)OCO3)C1=O (stereo not drawn)	?	?	nt
Cc1c(C(=O)OC(C)C)sc(NC(=O)C2c3ccccc3Oc3ccccc32)c1C(=O)OC(C)C	23µM*	23µM*	3%
CC(=NNC1=NCCN1)c1cnn(C2=NCCN2)c1C	-16%	-12%	nt
O=C(CC1C(=O)NCCN1CC(c1ccccc1)c1ccccc1)NCCc1cn[nH]c1 (stereo not drawn)	-19%	17%	5%
COc1ccccc1CNC(=O)C1Cc2ccccc2C(=O)O1 (stereo not drawn)	9%	-13%	-1%
OCC[C@@H]1C[C@@H](O)[C@H](O)[C@@]2(CCc3ccccc3CO2)O1	1%	-5%	nt
O=C(NCCc1csc(-c2ccccc2)n1)c1cccs1	9.2µM*	23µM*	0%
CC1(C)S[C@@H]2[C@H](NC(=O)C(c3ccccc3)S(=O)(=O)O)C(=O)N2[C@H]1C(=O)O (stereo partly drawn)	1%	-5%	nt
COc1cc(/C=C2\N=C(C)OC2=O)cc(Cl)c1OC(C)=O	?	15µM*	nt
CCOC(=O)C1CCCC(NS(=O)(=O)c2ccc(NC(C)=O)cc2)C1 (stereo not drawn)	-9%	?	2%
CCN(C[C@H]1N[C@@](CC)(C(=O)OC)[C@H]2C(=O)N(Cc3ccccc3)C(=O)[C@@H]12)C(=O)C1CCCCC1	?	-19%	0%

Quoted at random: 3 compounds from above, in no set order.
SMILES	TDP1 cell noCPT	DT40 TDP1 CPT	TDP1 inh
CSc1cccc(Nc2cc(C(=O)NCCc3ccc(Cl)cc3)c3ccccc3n2)c1	7.3µM*	4.6µM*	0%
Cc1ccc(C(C(=O)NC2CCCC2)N(C(=O)c2csnn2)C2CCCC2)o1 (stereo not drawn)	?	?	0%
OCC[C@@H]1C[C@@H](O)[C@H](O)[C@@]2(CCc3ccccc3CO2)O1	1%	-5%	nt

More structures:
SMILES	TDP1 cell noCPT	DT40 TDP1 CPT	TDP1 inh
O=C(NN=Cc1ccc2c(c1)CCN2)c1cccs1	15µM*	?	nt
CCOc1cc(C)ccc1OCc1nnc(SCC(=O)Nc2cccc(C(=O)O)c2)n1-c1ccccc1	20%	-7%	nt
O=C(c1cccc(S(=O)(=O)N2CCOCC2)c1)N1CCC(Cc2ccccc2)CC1	?	?	2%
CCOC(=O)c1cc(-c2ccccc2)n(-c2cccc(C(=O)N(C)c3ccc(C)cc3)c2)c1C	8.2µM*	-80%	9%
COc1ccc2cnn(-c3ccccc3C)c(=O)c2c1OC	7.3µM*	10µM*	2%
CCOC(=O)c1c(NC(=O)c2ccc(OC)cc2)sc2c1CCCCC2	-28%	-18%	0%[12.3 µM]
CCc1ccc([C@@H]2CC=C(C(=O)O)[C@H](c3ccc(C(C)(C)C)cc3)N2S(=O)(=O)c2ccc(C)cc2)cc1	?	?	-8%
Cc1ccc(NC(=O)CSc2nc3ccc(NC(=O)c4ccco4)cc3s2)cc1	?	?	3%
CCOC(=O)c1c(-c2ccccc2)oc2ccc(OCc3cccc(Br)c3)cc12	-28%	-13%	0%[12.3 µM]
COc1ccc(S(=O)(=O)NCc2ccc(C(=O)NCc3ccccc3)cc2)cc1	-9%	-18%	5%
Cn1c(=O)c2cc(NC(=S)NCc3ccccc3F)ccc2n1C	-23%	0%	nt
O=C(Cc1ccccc1)Nc1ccc(N2CCCC2)cc1	-17%	0%	4%
COc1ccc(CNCc2ccncc2)cc1OC	1%	-9%	nt
C/C(=N/NC(=O)c1cn(-c2cccc(C)n2)cn1)c1ccc(C)cc1	?	-27%	6%
O=C(COc1coc(CN2CCN(c3ccc(F)cc3)CC2)cc1=O)NC1CCCCC1	7.3µM*	?	nt
S=C1NC2=C(CCCC2)C2(CCCCC2)N1	?	-23%	-2%
CCS(=O)(=O)N1Cc2ccccc2CC1C(=O)Nc1nc2c(C)cccc2s1 (stereo not drawn)	26µM*	-25%	7%

Given in CSV form: two of the compounds above.
canonical_smiles,TDP1 cell noCPT,DT40 TDP1 CPT,TDP1 inh
CCOc1cc(C)ccc1OCc1nnc(SCC(=O)Nc2cccc(C(=O)O)c2)n1-c1ccccc1,20%,-7%,nt
O=C(c1cccc(S(=O)(=O)N2CCOCC2)c1)N1CCC(Cc2ccccc2)CC1,?,?,2%

4 entries from above, with bars between the fields.
compound | TDP1 cell noCPT | DT40 TDP1 CPT | TDP1 inh
S=C1NC2=C(CCCC2)C2(CCCCC2)N1 | ? | -23% | -2%
CCOC(=O)c1c(-c2ccccc2)oc2ccc(OCc3cccc(Br)c3)cc12 | -28% | -13% | 0%[12.3 µM]
CCOc1cc(C)ccc1OCc1nnc(SCC(=O)Nc2cccc(C(=O)O)c2)n1-c1ccccc1 | 20% | -7% | nt
O=C(c1cccc(S(=O)(=O)N2CCOCC2)c1)N1CCC(Cc2ccccc2)CC1 | ? | ? | 2%

Hits appear at their usual frequency; about 18% have a hit in one of these screens.
